Fam108B counter – counter-screen for RBBP9 inhibitors: inhibitors of mouse Fam108B. recombinant Fam108B, FP-Rh probe fluorescence polarization. inhibition, % at 9.51 µM. hit rate 0.33% among 300,000. AID 1947;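 active = inhibition above the screen mean inhibition plus 3 SD, computed separately per campaign, cut at about 18% in these data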;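 note: inhibitors lower polarization as less probe binds the enzyme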
BCLXL inh – blocks human Bcl-xL binding to Bim BH3 peptide. Q07817. GST-Bcl-xL / FITC-Bim BH3 peptide fluorescence polarization. inhibition, % at 10.9 µM. hit rate 0.7% among 320,000;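 active = inhibition above the mean of all tested compounds plus 3 SD, cutoff set per campaign, cut at about 30% in these data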;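 note: 0% = DMSO wells and 100% = unlabeled Bim-BH3 peptide competitor; inhibitors lower millipolarization by displacing the labeled peptide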
Target sequence (Q07817 whole entry, looked up): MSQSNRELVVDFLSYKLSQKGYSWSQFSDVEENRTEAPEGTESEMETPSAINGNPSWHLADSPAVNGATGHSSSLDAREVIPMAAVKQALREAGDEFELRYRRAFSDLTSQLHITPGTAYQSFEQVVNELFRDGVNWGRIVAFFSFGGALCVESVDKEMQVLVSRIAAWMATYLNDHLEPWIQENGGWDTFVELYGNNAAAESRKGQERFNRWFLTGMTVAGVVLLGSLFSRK
GLD-1 RNA inh – GLD-1-TGE RNA interaction inhibition (C. elegans). Q17339. purified GLD-1 + fluorescein TGE RNA, fluorescence polarization. inhibition, % at 5.96 µM. hit rate 0.44% among 320,000;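 active = percent inhibition above a per-plate cutoff, the plate mean of test compounds plus 3 SD, cut at about 30% in these data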;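 note: 0% = DMSO wells with GLD-1 and probe and 100% = wells lacking GLD-1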
MEX-5 binding – C. elegans MEX-5 TCR-2 RNA binding activity; activity score (negative = inhibition of binding), % at 10 µM; AID 1832; MEX-5/FITC-TCR2 RNA binding, fluorescence polarization; stronger effect = lower value; Q9XUB2; hit rate 0.38% among 300,000;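 active = inhibition past about -25% in most replicates, and total fluorescence under double the plate's negative control median, limit read from the data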;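 note: 0% = DMSO and -100% = 5 µM competing unlabeled TCR2 RNA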
Efflux pump inh – inhibitors of Candida antifungal efflux pumps expressed in yeast; inhibition, % at 10 µM; AID 485275; S. cerevisiae Candida pump triplex, Nile Red efflux; hit rate 0.44% among 330,000;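 active = plate passing quality check with inhibition over a set limit, or well fluorescence over plate mean plus 4 SD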;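 note: Nile Red retained in pooled yeast measured as flow cytometry median fluorescence; 0% = buffer negative control and 100% = Enniatin B positive control; higher means more Nile Red kept so more efflux inhibition; some compounds called inactive have numbers as strong as hits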
GRK2 aptamer HTS – inhibitors of human GRK2 displacing RNA aptamer; hit rate 0.59% among 330,000; inhibition of aptamer binding, % at 10 µM; bead flow cytometry, FAM-aptamer displacement from GRK2; AID 488847;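 active = inhibition of aptamer binding above 40%, roughly 3 SD of noise, on plates passing a quality check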;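 note: median bead fluorescence of bound FAM aptamer so fluorescent compounds give negative values; no value below 0 was filed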
Target sequence (P25098 whole entry, looked up): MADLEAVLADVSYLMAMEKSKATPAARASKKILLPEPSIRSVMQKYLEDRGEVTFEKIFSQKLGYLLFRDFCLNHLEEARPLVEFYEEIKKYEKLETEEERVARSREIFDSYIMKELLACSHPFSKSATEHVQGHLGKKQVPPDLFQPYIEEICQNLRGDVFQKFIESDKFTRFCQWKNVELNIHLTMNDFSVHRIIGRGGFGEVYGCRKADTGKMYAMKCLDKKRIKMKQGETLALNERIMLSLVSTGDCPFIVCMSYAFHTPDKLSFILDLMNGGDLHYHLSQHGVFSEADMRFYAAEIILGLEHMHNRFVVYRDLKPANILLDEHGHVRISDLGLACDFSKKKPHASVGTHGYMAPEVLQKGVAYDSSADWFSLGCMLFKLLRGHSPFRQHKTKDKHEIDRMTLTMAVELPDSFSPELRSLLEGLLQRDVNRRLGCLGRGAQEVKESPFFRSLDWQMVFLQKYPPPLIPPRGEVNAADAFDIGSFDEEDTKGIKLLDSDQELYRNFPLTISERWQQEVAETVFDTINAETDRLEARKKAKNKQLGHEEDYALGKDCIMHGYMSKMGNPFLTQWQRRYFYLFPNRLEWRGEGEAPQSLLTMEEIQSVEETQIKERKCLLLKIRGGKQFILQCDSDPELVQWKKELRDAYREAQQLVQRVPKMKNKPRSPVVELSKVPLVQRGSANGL
MCL1 BIM primary – MCL1-BIM-BH3 interaction inhibition (human); Q07820; GST-MCL1 / FITC-Bim-BH3 fluorescence polarization; inhibition, % at 10.9 µM; hit rate 0.68% among 320,000; AID 2057;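 active = inhibition above the mean inhibition of all tested compounds plus 3 SD, set per campaign, cut at about 40% in these data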;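 note: 0% = DMSO wells and 100% = unlabeled Bim-BH3 peptide control; higher means more loss of mP so more displacement of Bim peptide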
VLA-4 inh – inhibition in a human VLA-4 binding assay; AID 2557; VLA-4 expressing cells, ligand binding flow cytometry; P13612; inhibition, % (about 7 µM as worked out from the volumes in the protocol); hit rate 0.2% among 330,000; in the data active = inhibition above about 50%
PME-1 primary – blocks human protein phosphatase methylesterase 1. Q9Y570. recombinant PME-1, FP-Rh probe fluorescence polarization. inhibition, % at 5.9 µM. hit rate 0.53% among 320,000;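 active = inhibition above the campaign mean of all compounds plus 3 SD, cut at about 26% in these data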;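 note: competitive labeling of PME-1 active site by serine hydrolase directed probe; 0% = PME-1 with DMSO and 100% = wells lacking PME-1 enzyme; inhibitors block probe labeling so polarization falls and inhibition rises; many of its hits are not listed in these tables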
* hit, by the source's call; x = no result given. This is a subset; the hit share may differ from the screen's.

Order of results – Fam108B counter, BCLXL inh, GLD-1 RNA inh, MEX-5 binding, Efflux pump inh, GRK2 aptamer HTS, MCL1 BIM primary, VLA-4 inh, PME-1 primary
- CCOc1ccc(C(F)(F)F)cc1NC(=O)c1ccc(OC)c([N+](=O)[O-])c1
  0.8, -1.5, 3.1, -0.6, 0.0, 2.0, 3.9, 21.9, -0.8
- c1cnc2c(C3NCCc4c3[nH]c3ccccc43)cccc2c1 (stereo not given)
  1.4, 0.4, -2.0, -3.4, 0.0, 0.0, 3.5, -6.8, 4.4
- O=C(NCCN1CCOCC1)c1cccc(S(=O)(=O)N2CCCC2)c1
  x, x, x, 4.6, 0.0, 3.0, x, 0.5, x
- COc1ccc(/C=N/OCC(=O)N=Nc2c(O)[nH]c3ccc(Br)cc23)cc1
  2.4, 4.7, -6.3, -2.7, 0.1, 1.0, -0.6, -1.3, -1.5
- O=C(O)c1ccccc1-c1ccccc1C(=O)NCc1cccnc1
  1.6, 6.5, 4.0, 0.1, -0.1, 1.0, -1.6, 3.1, -0.6
- O=C(COc1ccccc1)NC1CCSC1=O (stereo not given)
  3.7, -2.8, 0.8, -0.7, -0.1, 2.0, -8.6, -0.3, 3.9
- CC(NC(=O)c1c(Cl)cnn1C)C1CCCO1 (stereo not given)
  1.5, 11.0, -0.7, 1.0, -0.1, 0.0, 7.9, 3.6, 4.4
- Cc1c(Cl)cccc1NC(=O)CCCn1cnc([N+](=O)[O-])n1
  -3.9, -1.9, 9.2, -1.8, 0.0, 2.0, -4.0, x, -4.6
- CC(NC(=O)c1ccccc1NC(=O)c1ccco1)C(=O)O (stereo not given)
  -2.0, 4.7, 2.2, 1.7, -0.2, 1.0, 3.7, 25.6, -2.1
- CCOC(=O)CC(=O)CSc1[nH]c(=O)cc(C)c1C#N
  -3.6, 7.5, -1.2, 0.0, -0.1, 0.0, -0.2, -3.5, -5.1
- O=[N+]([O-])c1ccc(N2CCN(c3ccc([N+](=O)[O-])cc3CO)CC2)c(CO)c1
  -2.3, 4.7, -2.3, -2.1, 0.0, 2.0, 2.7, -5.2, -1.4
- C/C(=N\N=C1\NC(=O)C(CC(=O)Nc2ccc(Cl)cc2)S1)c1ccco1 (stereo not given)
  4.5, 2.6, 8.9, -0.6, -0.1, 2.0, 4.4, -7.0, -0.4
- Cc1ccc(C(=O)CSc2nnc(-c3ccccc3)n2-c2ccccc2)o1
  0.6, -5.7, 3.7, 1.9, -0.3, 0.0, -1.5, 4.2, -2.3
- COC(=O)c1cccc(C23CC4(C2)[C@H](CN(C)[C@@H]4c2ccccc2)C3c2ccc(C(F)(F)F)cc2)c1 (stereo not given in full)
  -1.3, 7.2, -1.8, 0.0, 0.0, 2.0, 7.0, -7.7, -1.7
- Cc1cc(/C=N/Nc2ccc([N+](=O)[O-])cn2)c(C)n1-c1ccc(C(=O)O)cc1
  3.3, -3.5, -6.6, -2.4, 0.0, 13.0, -33.4, -16.5, 7.5
- Cc1ccccc1N=C1SCCN1C(=O)CN1C(=O)NC2(CCCC2)C1=O
  1.4, -3.7, -3.0, 1.2, 0.0, 3.0, -6.1, -1.1, 1.4
- CC1CCN(S(=O)(=O)c2cccc(S(=O)(=O)N3CCCC3)c2)CC1
  3.0, -1.9, -0.4, -3.0, 0.0, 0.0, 37.9, 4.5, 9.7
- O=C(CSc1nnc(NC(=O)c2ccc3c(c2)OCO3)s1)NCc1ccco1
  0.2, -1.3, 4.9, x, 0.7, 0.0, -4.0, 14.1, -2.2
- COc1ccc(CCNS(=O)(=O)CCNC(=O)c2ccccc2)cc1
  1.5, 6.3, 3.3, -2.7, 0.1, 0.0, 4.7, -1.8, -0.6
- Cc1ccc(NC(=O)CCc2c(C)nn(-c3ccc(N4CCCCC4)nn3)c2C)cc1
  0.0, 3.5, 8.8, -0.9, 0.0, 0.0, 3.2, 2.3, 1.5
- COC(=O)c1cccc(C#CC(NP(=O)(c2ccccc2)c2ccccc2)c2ccccc2)c1 (stereo not given)
  -1.4, 2.0, 2.5, 1.5, 0.0, 3.0, -9.9, 1.3, 31.4*
- O=C(O)c1ccc(-c2ccccc2Cl)o1
  0.3, 10.7, -4.4, -3.4, -0.1, 1.0, 8.3, -0.4, -8.8
- Cc1cc(C(C)(C)C)oc1C(=O)N(CC(=O)NC1CCCC1)c1ccc(F)cc1
  -2.9, 4.6, 14.0, 2.4, 0.3, 4.0, 2.3, -7.3, -0.9
- CC(CNc1nc2ccccc2n2cnnc12)c1ccccc1 (stereo not given)
  2.4, -2.0, -0.3, 3.3, 0.4, 42.0*, -3.8, 5.0, 14.3
- Cc1ccccc1C(=O)NNC(=S)NC(=O)c1ccccc1
  2.3, 5.8, 7.3, -4.1, 2.7, 0.0, 12.8, 5.5, 2.4
- COc1ccc(S(=O)(=O)N(C)C[C@H]2Oc3c(NC(=O)Nc4c(C)noc4C)cccc3C(=O)N([C@@H](C)CO)C[C@H]2C)cc1
  x, x, -0.6, x, 0.0, 2.0, x, 0.3, x
- CC(C)c1ccccc1NC(=O)CCc1nc2ccccc2s1
  11.2, 10.6, 0.5, 0.3, -0.2, 3.0, 20.2, -18.2, -0.6
- COc1ccccc1C(=O)NCc1nnc(SCC(=O)Nc2nccs2)n1C
  -5.3, -3.5, -5.9, 2.6, -0.1, 9.0, -0.9, 1.4, 0.0
- Cc1[nH]n(-c2ccccc2)c(=O)c1C(=O)c1ccc([N+](=O)[O-])cc1
  -2.6, 0.0, 1.4, 0.1, 0.4, 2.0, -3.7, 8.4, -1.8
- Cc1ccc(S(=O)(=O)c2c(O)c3ccc(C(=O)O)cc3[nH]c2=O)cc1
  x, x, x, 1.5, -0.1, 1.0, x, 18.1, x
- COCCn1c(SCC(=O)Nc2cccc(F)c2)nc2c(c1=O)SCC2
  -3.9, 2.8, -2.9, 2.1, 0.2, 2.0, 5.5, 7.3, 1.7
- C=CCNC(=O)/C(C#N)=C/c1ccc(OS(=O)(=O)c2ccc(C)cc2)c(OC)c1
  -0.8, -1.6, 3.5, -0.3, 0.3, 1.0, 1.0, -0.9, -4.3
- Cc1ccccc1C(=O)NC(=S)N(Cc1ccccc1)c1ccccn1
  x, x, 0.4, x, 0.3, 2.0, x, 21.4, x
- CCOc1cc(NC(=O)c2cccs2)c(OCC)cc1NC(=O)CCC(=O)NCc1ccccn1
  -2.7, -1.1, -3.9, -2.7, 0.0, 4.0, 2.2, 7.0, 4.1
- CCN(CC)Cc1ccccc1Sc1ccccc1
  0.1, 2.1, 1.5, 0.6, 0.3, 0.0, -1.9, -25.7, 1.4
- CC1(C)CC(=O)C=C(N=CC2=C(O)CC(C)(C)CC2=O)C1
  -0.7, 0.7, 4.2, 0.0, 0.0, 4.0, -8.3, 3.1, -8.7
- COc1cccc(OC2OC3COC(C)(C)OC3C(O)C2NC(C)=O)c1 (stereo not given)
  -1.9, 2.8, 2.8, x, -0.1, 1.0, 0.8, 4.9, -0.6
- Cc1ccc(S(=O)(=O)Nc2ccncc2)c(C)c1N(C)S(=O)(=O)c1ccc(Cl)cc1
  -2.2, 3.8, 2.3, 1.2, -0.1, 3.0, 6.1, 26.9, 1.3
- CC1CCN(S(=O)(=O)c2ccc(C(=O)NCc3cccnc3)cc2)CC1
  -5.0, 5.3, -1.3, -0.5, 0.1, 0.0, -2.1, 4.5, -2.0
- CN(C)c1cccc(NC2=CC(=[N+]3CCOCC3)CC(C)(C)C2)c1
  0.1, 3.0, -6.4, -4.2, 0.4, 0.0, -1.1, -10.0, -7.3
- O=C(COC(=O)Cc1c(F)cccc1Cl)Nc1nnc(-c2ccccc2)o1
  -2.4, 7.1, -2.6, 1.5, 0.0, 0.0, 5.7, 7.8, -0.5
- C=CCNC(=O)/C(C#N)=C/c1ccccc1[N+](=O)[O-]
  -3.0, 45.2*, 30.8*, -2.4, -0.1, 1.0, 51.3*, 4.5, 2.0
- O=C(N/N=C/c1cn(Cc2cccc(F)c2)c2ccccc12)c1cc(O)cc(O)c1
  x, x, x, -7.1, 0.1, 89.0*, x, 6.8, x
- CC(NC(=O)CCc1nc2cc(S(=O)(=O)N3CCOCC3)ccc2n1C)c1ccc(S(N)(=O)=O)cc1 (stereo not given)
  -0.1, 1.1, -4.2, 2.2, 0.1, 0.0, 0.4, 22.3, 0.8
- Cn1c(=O)n(C)c2cc(NC(=O)COc3ccc(Cl)cc3)ccc21
  -3.4, 3.8, -3.3, 0.4, -0.1, 2.0, 0.4, 2.0, -0.2
- CN(C1CCCCC1)S(=O)(=O)c1ccc(C(=O)Nc2sc3c(c2C(N)=O)CC(C)(C)NC3(C)C)cc1
  -2.7, 1.7, 2.4, -2.7, -0.3, 0.0, -4.0, 34.6, -0.4
- CN1CCN(C(=O)CNC(=O)Cc2ccc(Cl)cc2)CC1
  -2.8, 0.5, -2.6, -0.5, -0.1, 0.0, 5.7, 7.6, 2.0
- O=C(c1cccc(S(=O)(=O)N2CCCC2)c1)N1CCN(c2ncccn2)CC1
  -2.0, 0.0, 7.5, 1.7, 0.4, 2.0, -13.3, 0.7, 3.7
- Cc1cc(Cl)c(S(=O)(=O)N2CCN(c3ccccc3)CC2)cc1OCC(N)=O
  2.2, 3.2, 3.0, 0.7, -0.1, 3.0, -4.9, 6.2, 4.2
- CC(O)CNc1cnccn1 (stereo not given)
  -3.9, 0.5, 11.8, -1.4, 0.1, 0.0, -1.0, -2.6, -2.1
- O=C(CN1CCCC1)Nc1ccccc1Cl
  3.3, 0.3, 3.2, -0.1, 0.1, 1.0, 1.8, 7.9, 2.2
- CCC(Sc1nc2ncccc2[nH]1)C(=O)N1CCOCC1 (stereo not given)
  1.4, -1.2, -0.7, -2.5, 0.1, 2.0, -4.5, 13.7, 2.3
- COC(=O)c1ccccc1S(=O)(=O)N1CCC(C(=O)OC(C)C(=O)Nc2ccc(NC(C)=O)cc2)CC1 (stereo not given)
  2.4, -2.3, -5.5, 1.2, 0.0, 0.0, -3.3, -3.9, -0.8
- COc1ccc(CNC(=O)c2ccc[nH]2)cc1Cl
  -3.7, -0.1, -1.0, -0.5, 0.0, 1.0, 3.1, -5.3, -7.2

Bioassay records: PubChem, several laboratories
